thrombin 1536: human alpha-thrombin inhibitors, primary screen, counter-screen for coagulation protease inhibitor project, biochemical, 1536-well, fluorogenic AMC substrate; inhibition, % at 5 µM; hit rate 0.26% among 220,000; Boc-VPR-AMC fluorogenic substrate cleavage; Prothrombin (Homo sapiens), P00734;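 active = inhibition at or above 40%; inactive = inhibition below 40%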;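 note: 0% = enzyme with no compound and 100% = wells without enzyme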
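System – human alpha-thrombin · Medium – pH 7.5 Tris (50 mM) with NaCl 150 mM, Tween 20 0.05% · Compound – single-point dosing at 5 µM, 0.2% DMSO · Incubation – enzyme reaction carried out at room temperature · Technique – fluorescence of released AMC, ex 355 nm, em 460 nm · Read-out basis – % inhibition of thrombin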
Cl transport mod: KCC2 cotransporter modulators, thallium flux, primary screen, cell-based, HEK293 KCC2, FluoZin-2 fluorescence, MLSMR | Solute carrier family 12 member 5 (Homo sapiens), Q9H2X9 | KCC2 cells, thallium flux FluoZin-2 fluorescence | B-score of Tl+ flux slope (higher = more flux/activation; lower = inhibition) at 10 µM | hit rate 2.2% among 190,000 | AID 1456, 2008;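 active = thallium flux slope and its plate-corrected score both differing from the plate sample mean at a set confidence after two filtering rounds, in either direction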;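 note: slope of fluorescence scaled to starting intensity during 10 to 20 s after thallium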
Hck-Nef inh: inhibitors of Nef-activated human Hck kinase, primary screen, biochemical, Z-Lyte FRET, 384-well, Hck-YEEI | hit rate 0.68% among 220,000 | Tyrosine-protein kinase HCK (Homo sapiens), P08631 | Recombinant Hck-YEEI plus Nef, Z-Lyte FRET kinase assay | inhibition, % at 20 µM;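 active = Hck-Nef kinase inhibition above about 50%, limit read from the data; inactive = inhibition below that limit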;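 note: 0% = DMSO with Hck plus Nef and 100% = Hck alone without Nef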
Target sequence (P08631 whole entry, looked up): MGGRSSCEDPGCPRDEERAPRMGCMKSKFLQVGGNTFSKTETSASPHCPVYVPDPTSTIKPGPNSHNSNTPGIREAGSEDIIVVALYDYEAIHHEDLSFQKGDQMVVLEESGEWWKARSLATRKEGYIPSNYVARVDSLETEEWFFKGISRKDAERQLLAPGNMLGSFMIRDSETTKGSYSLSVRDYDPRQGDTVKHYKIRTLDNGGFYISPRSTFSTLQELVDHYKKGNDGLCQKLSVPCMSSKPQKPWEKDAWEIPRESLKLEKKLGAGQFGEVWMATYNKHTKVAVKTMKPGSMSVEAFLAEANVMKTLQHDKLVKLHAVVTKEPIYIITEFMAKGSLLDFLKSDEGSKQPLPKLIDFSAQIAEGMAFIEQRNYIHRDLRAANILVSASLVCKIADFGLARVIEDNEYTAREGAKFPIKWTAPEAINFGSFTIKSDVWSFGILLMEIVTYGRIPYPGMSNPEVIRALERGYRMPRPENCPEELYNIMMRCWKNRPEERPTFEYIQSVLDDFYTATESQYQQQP
KLK5 inh: human KLK5 protease inhibitors, primary screen, biochemical, 1536-well | Kallikrein-5 (Homo sapiens), Q9Y337 | recombinant hK5, fluorogenic AMC substrate cleavage | inhibition, % at 5 µM | hit rate 0.59% among 210,000;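 active = inhibition of 40% or more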;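 note: 0% = enzyme controls without compound and 100% = no-enzyme blanks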
Target sequence (Q9Y337 67-293 limits assumed): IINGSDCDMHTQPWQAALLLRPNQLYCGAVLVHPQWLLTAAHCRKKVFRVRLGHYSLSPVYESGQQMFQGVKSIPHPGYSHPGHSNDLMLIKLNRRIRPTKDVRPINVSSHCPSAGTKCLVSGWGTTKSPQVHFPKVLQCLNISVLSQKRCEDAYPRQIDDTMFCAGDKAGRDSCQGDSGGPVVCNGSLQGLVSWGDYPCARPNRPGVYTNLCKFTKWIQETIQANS
FXIIa inh 1536: human FXIIa protease inhibitors, primary screen, biochemical, 1536-well. Coagulation factor XII (Homo sapiens), P00748. purified FXIIa, Boc-QGR-AMC fluorogenic substrate, 2 h. inhibition, % at 5 µM. hit rate 0.3% among 220,000; in the data active = inhibition above about 40%;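 note: 0% = enzyme with no compound and 100% = blank without enzyme; many of its hits are not listed in these tables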
zVAD death inh: inhibitors of zVAD-triggered necroptosis, primary screen, L929 cells. L929 zVAD necroptosis rescue, ATP luminescence, 24 h; with zVAD 60 µM. viability rescue, % at 10 µM. hit rate 0.38% among 220,000;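 active = activation, scaled between plate controls, above about 75%, limit read from the data; inactive = activation under that limit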;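 note: 0% = zVAD with DMSO and 100% = DMSO alone without zVAD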
Rad51 HR inh: human RAD51 strand exchange inhibitors, primary screen, biochemical, fluorescence. hRad51 DNA strand exchange, fluorescence dequenching. inhibition, % at 10 µM. hit rate 0.085% among 200,000;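 active = inhibition above 40% at the single screening dose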;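 note: 0% = DMSO control wells and 100% = blanks with heterologous ssDNA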
Target sequence (Q06609 whole entry, looked up): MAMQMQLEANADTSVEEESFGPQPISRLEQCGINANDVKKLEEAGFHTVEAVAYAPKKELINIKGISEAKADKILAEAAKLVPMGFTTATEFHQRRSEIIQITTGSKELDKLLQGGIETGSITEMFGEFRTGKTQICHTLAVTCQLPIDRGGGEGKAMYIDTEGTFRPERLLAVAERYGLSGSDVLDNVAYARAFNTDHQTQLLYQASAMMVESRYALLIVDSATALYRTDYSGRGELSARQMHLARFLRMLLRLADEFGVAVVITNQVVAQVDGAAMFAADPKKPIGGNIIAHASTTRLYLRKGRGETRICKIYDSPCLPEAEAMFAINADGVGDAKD
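material = hRad51 filaments on single-stranded DNA | reagent = Donor/quencher-labelled 47-bp dsDNA substrate | compound = 10 µM final, single point | schedule = strand-exchange reaction 15 min at room temperature | measured by = fluorescein emission 520 nm, excitation 485 nm | read-out basis = % inhibition versus plate control and blank means | benchmarks = plate controls and plate blanks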
TNF necrop inh: inhibitors of TNF-alpha triggered necroptosis, primary screen, cell-based, Jurkat FADD-/-, single concentration | activation (protection from cell death), % at 10 µM | hit rate 0.068% among 220,000 | Jurkat FADD-/- TNF necroptosis rescue, ATP luminescence, 24 h; 0 = TNF only, 100 = no-TNF cells;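 active = activation, meaning protection from cell death, of at least 50% relative to plate controls; inactive = activation below 50%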;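 note: necroptosis triggered by 40 ng/mL TNF-alpha added together with compound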
FXIa inh 1536: human FXIa protease inhibitors, primary screen, biochemical, 1536-well | Coagulation factor XI (Homo sapiens), P03951 | hit rate 0.14% among 220,000 | inhibition, % at 5 µM | purified FXIa, Boc-Glu-Ala-Arg-AMC fluorogenic substrate | AID 798, 2007;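 active = inhibition of at least 40%; inactive = inhibition below 40%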;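 note: fluorescence of freed AMC excited at 355 nm; 0% = enzyme without compound and 100% = no enzyme blank; many of its hits are not listed in these tables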
* = called active by the depositor; · = no result given. A portion of the library; count on the stated rates, not on these rows.

No.	molecule	thrombin 1536	Cl transport mod	Hck-Nef inh	KLK5 inh	FXIIa inh 1536	zVAD death inh	Rad51 HR inh	TNF necrop inh	FXIa inh 1536
1	Cc1ccccc1-n1ncc2c([N+](=O)[O-])cc([N+](=O)[O-])cc21	-2	-0.41	0	5	4	0.7	5	0.0	-1
2	COc1cc(/C=C(\C#N)C(=O)NCC2CCCO2)ccc1OCC(N)=O (stereo unspecified)	-5	·	17	-8	3	1.6	-1	1.5	-4
3	Cc1[nH]nc2c1C1(CCN(C(=O)OCc3ccccc3)CC1)C(C#N)=C(N)O2	4	-2	-1	-8	15	0.1	-7	-5.8	-6
4	CCCCCC/C=C/c1ccc([C@H]2[C@H]3C=CC[C@@H](C)[C@@H]3C(=O)N2Cc2ccccc2)c(F)c1	0	0.83	20	0	9	0.3	-1	0.7	2
5	O=C(CNC(=O)c1ccc(Oc2ccccc2)cc1)OCc1ccc(Br)cc1	1	-0.54	4	-5	11	·	26	1.9	5
6	CCCCc1c(C)nn(-c2nnc3c4ccccc4n(C)c3n2)c1C	2	·	7	-4	6	3.1	·	-2.0	4
7	C/C(Cn1cnc([N+](=O)[O-])n1)=N\NC(=O)c1ccc(Br)cc1	-9	-0.14	6	-16	9	0.6	6	0.9	3
8	COc1ccccc1N1C(=O)CCC1(C#N)c1ccc(Br)cc1 (stereo unspecified)	-2	0.015	-2	1	10	-0.7	-2	-0.2	-2
9	CN(Cc1nc2c(s1)CCCC2)C(=O)CCc1nnc(-c2ccccc2)o1	-3	·	-4	·	0	0.6	·	0.9	-4
10	COc1cccc(C(=O)Cn2c(N3CCOCC3)nc3c2c(=O)n(C)c(=O)n3C)c1	-5	0.014	5	-19	2	0.3	2	-0.3	-19
11	O=C(NC(=S)NCc1cccnc1)c1cc2ccccc2o1	-11	42*	19	0	7	3.2	1	0.2	-6
12	CC1CC2(CCCCC2)N2C(=O)C(=O)c3cccc1c32 (stereo unspecified)	-7	-2.2	2	-4	4	0.1	4	-9.1	-7
13	COCCNC(=O)c1c(C)cc(C)cc1C	-1	0.49	1	2	12	1.1	-7	-0.6	1
14	Cc1ccc(-c2cccc(C3CC=CC4C3C(=O)N(Cc3ccccc3)C4c3ccc(C(F)(F)F)cc3)c2)cc1 (stereo unspecified)	3	0.97	28	7	12	1.6	-3	-4.5	3
15	CCC(CC)C(=O)Nc1cccc(/C(C)=N/NC(=O)c2c(Br)cnn2C)c1	3	0.37	0	-9	26	0.3	·	-0.2	16
16	Cc1c(Cl)sn(-c2ccc(Cl)cc2)c1=O	-5	-5.9*	-107	-19	-3	13	5	-15	-8

Down the list, quoted from above.
TNF necrop inh, compounds 11–14 → 0.2, -9.1, -0.6, -4.5

Following part:
No.	molecule	thrombin 1536	Cl transport mod	Hck-Nef inh	KLK5 inh	FXIIa inh 1536	zVAD death inh	Rad51 HR inh	TNF necrop inh	FXIa inh 1536
17	CN(C)CCCN(C(=O)c1cccs1)c1nc2cc3c(cc2s1)OCO3	10	-0.6	29	-7	8	-0.5	0	2.0	1
18	O=C(CSc1nc(-c2ccc(F)cc2)cc(C(F)(F)F)n1)Nc1ccc2c(c1)OCO2	-6	0.088	5	-7	6	0.8	·	1.5	-3
19	O=C(Nc1nc(=O)n(C(=O)C2CC2)s1)c1ccccc1	0	·	1	5	-8	0.7	-1	-4.6	-1
20	Cn1c(=O)n(C)c2cc(/C=N/NC(=O)c3ccncc3)ccc21	-9	0.024	25	-3	12	11	-2	-0.7	1
21	Cc1ccc(S(=O)(=O)N2CN(Cc3ccco3)c3nc4ccccc4nc32)cc1C	0	-1.4	-2	4	8	0.1	1	-2.2	0
22	Cc1ccc(CCP(=O)(O)CN2CCOCC2)cn1	1	-0.35	-1	13	15	-0.1	1	-0.6	2
23	Cc1ccc(SCCNC(=S)Nc2ccc(C)c(C)c2)cc1	6	-0.2	0	-18	23	0.1	-11	-6.9	5
24	CCCCNc1nc2ccccc2n1CC(=O)Nc1c(C)cccc1CC	-2	-0.27	1	12	18	-0.6	1	0.7	24
25	COc1ccc(CCNC(=O)c2sc3ccccc3c2Cl)cc1OC	-4	-0.098	2	-7	10	2.9	3	1.2	6
26	CC(C)(C)SCCNC(=O)c1ccccc1	-6	-0.015	54*	9	1	0.1	9	0.8	-4
27	O=C(NC1=C(NC2CCS(=O)(=O)C2)C(=O)c2ccccc2C1=O)c1ccccc1 (stereo unspecified)	2	2.5	18	·	4	3.4	·	-13	1
28	Cc1ccc(CN(Cc2cc3cc(C)ccc3[nH]c2=O)C(=O)N2CCOCC2)cc1	-5	-1.5	1	-6	2	-0.4	-4	-1.0	-6
29	COc1ccc(-c2ccc3c(n2)sc2c(=O)[nH]c(=O)[nH]c23)cc1OC	-4	-0.23	28	-4	0	2.3	-4	-0.8	3
30	COc1ccc(NC(=O)CCCC2CCCCC2)cc1S(=O)(=O)N1CCCCC1	-2	0.2	-25	-9	11	1.0	·	2.1	4
31	Brc1ccc2nc3c(n2c1)CCCC3	-5	-2.1	-1	5	2	0.2	7	-0.9	-4
32	O=C1CC(C(=O)Nc2ccc(Cl)cc2)S/C(=N\N=C\c2ccco2)N1 (stereo unspecified)	3	-0.42	28	4	14	0.2	20	0.4	6

5 compounds drawn at random from those above, as already listed:
No.	molecule	thrombin 1536	Cl transport mod	Hck-Nef inh	KLK5 inh	FXIIa inh 1536	zVAD death inh	Rad51 HR inh	TNF necrop inh	FXIa inh 1536
8	COc1ccccc1N1C(=O)CCC1(C#N)c1ccc(Br)cc1 (stereo unspecified)	-2	0.015	-2	1	10	-0.7	-2	-0.2	-2
15	CCC(CC)C(=O)Nc1cccc(/C(C)=N/NC(=O)c2c(Br)cnn2C)c1	3	0.37	0	-9	26	0.3	·	-0.2	16
16	Cc1c(Cl)sn(-c2ccc(Cl)cc2)c1=O	-5	-5.9*	-107	-19	-3	13	5	-15	-8
3	Cc1[nH]nc2c1C1(CCN(C(=O)OCc3ccccc3)CC1)C(C#N)=C(N)O2	4	-2	-1	-8	15	0.1	-7	-5.8	-6
30	COc1ccc(NC(=O)CCCC2CCCCC2)cc1S(=O)(=O)N1CCCCC1	-2	0.2	-25	-9	11	1.0	·	2.1	4

New compounds follow
No.	molecule	thrombin 1536	Cl transport mod	Hck-Nef inh	KLK5 inh	FXIIa inh 1536	zVAD death inh	Rad51 HR inh	TNF necrop inh	FXIa inh 1536
33	CCCCN(CCCC)S(=O)(=O)c1ccc(OC)c2ncccc12	-4	-1.4	-3	-6	1	-1.3	2	-2.0	-6
34	CSc1nc2ccc(Cl)cc2[nH]1	-3	0.23	10	-12	7	0.6	-9	-0.3	-1
35	Cn1cccc1C(=O)Nc1nc(-c2ccccn2)cs1	10	-1.3	1	-6	-9	1.0	2	-15	47*
36	O=C(O)c1ccccc1C(=O)OCc1ccccc1	-4	1.4	-2	2	10	-0.3	-1	0.1	-6
37	O=C(Oc1c(Br)cc([N+](=O)[O-])cc1Br)c1cccnc1	-2	-1.8	11	-16	0	0.2	·	0.6	-2
38	Cc1cc(C)n2ncc(/C(N)=N/OC(=O)Nc3ccc(Cl)cc3)c2n1	-1	0.33	-9	2	8	0.5	-14	-0.5	4
39	C=CCNC(=O)CN1CCC(O)(c2ccccc2)CC1	-11	-0.57	-2	-10	17	0.4	-5	-0.5	3
40	COC(=O)C1=C(C)N(c2ccc(Cl)cc2)/C(=C/c2ccc(O)cc2)C1=O	-3	-0.3	18	-1	2	-2.5	5	-4.6	-6
41	O=c1c2c3c(sc2ncn1/N=C/c1ccccc1)CCCC3	2	-0.81	7	-4	17	-0.1	5	4.6	10
42	CCCCc1nc(NCCO)c(C#N)c2c1CCCC2	-8	-0.61	-12	0	·	0.5	-2	-1.1	-4
43	COc1cccc(C(=O)Nc2ncc3c(n2)CC(c2ccc(OC)cc2OC)CC3=O)c1 (stereo unspecified)	1	0.64	1	-9	8	0.8	0	-14	4
44	C/C=C\C(=O)Nc1cccc(C2=NOC3(C2)C[C@H](C(N)=O)N(C(=O)/C=C/CC)C3)c1 (stereo partly specified)	-1	0.23	26	1	6	-0.7	0	1.1	1
45	C/C(=N\Nc1ccc([N+](=O)[O-])cc1)c1ccc(N)cc1	-2	0.04	2	-5	28	0.7	-37	4.4	22
46	CC(NC(=O)COC(=O)c1cc(=O)[nH]c2ccccc12)c1ccccc1 (stereo unspecified)	-5	0.28	-32	4	7	-0.1	18	-3.0	4
47	CCc1ccccc1NC(=O)CN(C)C(=O)CSc1nnc(Nc2ccc(C)cc2)s1	7	-1.9	2	-2	9	0.8	-17	1.1	8
48	Cn1nc(C(F)(F)F)c(C(=O)Nc2ccc(F)cc2F)c1Cl	1	1.1	-1	22	9	0.5	6	0.3	5

One compound at a time, as listed above. Order of values: thrombin 1536	Cl transport mod	Hck-Nef inh	KLK5 inh	FXIIa inh 1536	zVAD death inh	Rad51 HR inh	TNF necrop inh	FXIa inh 1536
C/C(=N\Nc1ccc([N+](=O)[O-])cc1)c1ccc(N)cc1 across the screens: -2	0.04	2	-5	28	0.7	-37	4.4	22
COc1cccc(C(=O)Nc2ncc3c(n2)CC(c2ccc(OC)cc2OC)CC3=O)c1 (stereo unspecified) across the screens: 1	0.64	1	-9	8	0.8	0	-14	4
C/C=C\C(=O)Nc1cccc(C2=NOC3(C2)C[C@H](C(N)=O)N(C(=O)/C=C/CC)C3)c1 (stereo partly specified) across the screens: -1	0.23	26	1	6	-0.7	0	1.1	1
CCc1ccccc1NC(=O)CN(C)C(=O)CSc1nnc(Nc2ccc(C)cc2)s1 across the screens: 7	-1.9	2	-2	9	0.8	-17	1.1	8

Later entries
No.	molecule	thrombin 1536	Cl transport mod	Hck-Nef inh	KLK5 inh	FXIIa inh 1536	zVAD death inh	Rad51 HR inh	TNF necrop inh	FXIa inh 1536
49	Cn1c(=O)c2c(nc(SCC(=O)O)n2Cc2cccc(C(F)(F)F)c2)n(C)c1=O	-5	-0.042	-1	-1	10	-0.1	14	-0.5	0
50	CC(=O)c1sc(NC(=O)c2cccc3ccccc23)nc1C	0	3	3	9	10	-0.2	-5	0.7	-3
51	Cc1cccc[n+]1CC(=O)N1c2ccccc2Sc2ccccc21	-4	0.23	22	3	11	1.5	0	-0.8	3
52	O=C(N/N=C/c1ccccn1)c1cc(-c2ccc(Br)cc2)nc2ccccc12	-2	9.4*	13	-22	9	6.2	2	-20	-2
53	O=S(=O)(NCC(c1ccco1)N1CCN(c2ccccc2F)CC1)c1ccc(F)cc1 (stereo unspecified)	-10	-0.62	2	-4	10	0.1	-65	0.8	18
54	CC(C)OC(=O)c1ccc(S(N)(=O)=O)o1	-10	0.37	2	-29	0	-0.5	-9	1.0	-12
55	O=C(N/N=C/C=C/c1ccccc1)c1ccccn1	-1	·	9	-5	7	0.6	12	-0.2	1

Assay outcomes as filed in PubChem BioAssay.
